IDH1 mut inh: IDH1 R132H (human) inhibition; IDH1 R132H reductase, diaphorase/resazurin fluorescence, 60 min; inhibition, % at 10 µM; 70,000 compounds, 0.18% hits; AID 624101; in the data active = inhibition above about 34%;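 also: 0% = DMSO and 100% = no enzyme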
Target sequence (O75874 whole entry R132H): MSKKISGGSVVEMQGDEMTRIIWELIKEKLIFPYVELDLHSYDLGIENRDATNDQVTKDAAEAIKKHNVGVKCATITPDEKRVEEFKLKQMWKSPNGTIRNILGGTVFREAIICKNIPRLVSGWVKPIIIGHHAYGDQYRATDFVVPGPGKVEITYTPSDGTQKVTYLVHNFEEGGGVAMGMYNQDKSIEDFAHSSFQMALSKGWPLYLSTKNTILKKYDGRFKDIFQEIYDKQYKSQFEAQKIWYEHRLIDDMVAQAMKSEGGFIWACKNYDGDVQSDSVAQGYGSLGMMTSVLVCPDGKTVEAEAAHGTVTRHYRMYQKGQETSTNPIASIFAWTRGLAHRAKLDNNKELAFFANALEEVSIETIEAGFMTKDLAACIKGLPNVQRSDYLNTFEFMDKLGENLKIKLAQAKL
EZH2 inh: blocks human EZH2/PRC2 H3K27 methylation | DELFIA TRF, 1 h | inhibition, % at 12.5 µM | 57,000 compounds, 0.35% hits;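 active = mean inhibition of replicates at least 50% and every single replicate also reaching 50%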;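 also: dimethyl H3K27 on biotinylated H3 21-44 peptide detected by antibody; plate controls were median neutral control wells for no effect and median positive control wells for full effect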
* = called active by the depositor; · = not tested or not shown. The list is partial; rates above refer to the full screens.

SMILES	IDH1 mut inh	EZH2 inh
CCCNC(=O)Nc1ccc2c(c1)C(=O)N(C)C[C@H](OC)[C@H](C)CN(C(=O)C1CCOCC1)[C@@H](C)CO2	0.4	0.5
Cc1noc(C)c1NC(=O)Nc1ccc2c(c1)C(=O)N([C@@H](C)CO)C[C@H](C)[C@@H](CN(C)Cc1ccncc1)OCCCC[C@@H](C)O2	2.2	·
C[C@H](CO)N1C[C@H](C)[C@H](CN(C)S(=O)(=O)c2ccc(Cl)cc2)Oc2c(NS(=O)(=O)c3cn(C)cn3)cccc2C1=O	-12.8	·
CO[C@H]1CN(C)C(=O)c2ccc(NC(=O)Cc3ccccc3)cc2OC[C@H](C)NC[C@H]1C	0.1	-2.3
O=[N+]([O-])c1ccc(NCCNS(=O)(=O)c2ccc(Br)cc2)cc1	0.1	-6.0
C[C@@H]1CN([C@H](C)CO)C(=O)c2cccc(NS(C)(=O)=O)c2O[C@H]1CN(C)C(=O)Nc1ccc(F)cc1	·	2.0
CO[C@@H]1CN(C)C(=O)c2cc(NC(=O)C3CC3)ccc2OC[C@H](C)N(CC2CCOCC2)C[C@@H]1C	0.1	3.8
COc1cc(N)c(Cl)cc1C(=O)NC1CCN(Cc2ccccc2)CC1	-0.6	·
Cc1noc(C)c1NC(=O)N(C)C[C@@H]1Oc2ccc(N(C)C)cc2C(=O)N([C@@H](C)CO)C[C@@H]1C	-0.2	4.8
Cc1ccc(OCC(=O)Nc2ccc3oc(-c4ccccc4C)nc3c2)c(C)c1	0.4	-9.4
CC(C)C#Cc1ccc2c(c1)O[C@@H](CN(C)Cc1ccccc1)[C@@H](C)CN([C@@H](C)CO)S2(=O)=O	-1.4	6.9
C[C@@H](NC(=O)C[C@H]1C=C[C@@H](NC(=O)C2CCC2)[C@H](CO)O1)c1ccccc1	-0.4	10.3
Cc1noc(C)c1NC(=O)N(C)C[C@H]1OCCCC[C@@H](C)Oc2ccc(NS(=O)(=O)c3ccc(F)cc3)cc2C(=O)N([C@H](C)CO)C[C@H]1C	2.8	·
O=C(CNS(=O)(=O)c1ccccc1)Nc1cccc(F)c1	0.1	18.2
CCCC(=O)Nc1ccc2c(c1)OC[C@@H](C)N(C(=O)c1cnccn1)C[C@@H](C)[C@H](OC)CN(C)C2=O	-0.2	-2.4
C[C@H]1CN([C@@H](C)CO)C(=O)c2cc(-c3ccc(C#N)cc3)cnc2O[C@H]1CN(C)C(=O)c1cccnc1	0.4	3.1
Cc1ccc(-c2cnc3c(c2)C(=O)N([C@H](C)CO)C[C@@H](C)[C@@H](CN(C)C(=O)c2ccccc2)O3)cc1	-0.2	·
COc1ccc(OCC(=O)Nc2ccc3oc(-c4ccc(C)c(C)c4)nc3c2)cc1	0.2	-14.3
CNC[C@@H]1Oc2ccc(NC(=O)Cc3cn(C)c4ccccc34)cc2CC(=O)N([C@@H](C)CO)C[C@@H]1C	-20.7	0.7
O=C(C[C@@H]1C[C@H]2c3cc(NS(=O)(=O)c4ccccc4)ccc3O[C@H]2[C@H](CO)O1)NC1CCCCC1	-0.3	12.6
CCCC(=O)Nc1ccc2c(c1)C(=O)N(C)C[C@@H](OC)[C@@H](C)CN(Cc1ccccc1F)[C@@H](C)CO2	-0.2	-10.2
COc1ccc(NC(=O)Nc2ccc3c(c2)[C@H]2C[C@H](CC(=O)N4CCOCC4)O[C@H](CO)[C@H]2O3)cc1	-0.3	22.7
C[C@@H]1CN([C@H](C)CO)C(=O)c2cc(NS(=O)(=O)c3ccc(Cl)cc3)ccc2O[C@@H](C)CCCCO[C@H]1CN(C)C(=O)Nc1ccc(C(F)(F)F)cc1	4.6	·
C[C@H]1CN([C@@H](C)CO)C(=O)c2cc(NS(=O)(=O)c3ccc(Cl)cc3)ccc2O[C@H]1CN(C)C(=O)Nc1ccccc1	1.1	0.1
C[C@H]1CN([C@@H](C)CO)C(=O)Cc2cc(NC(=O)c3ccncc3)ccc2O[C@H]1CN(C)Cc1ccc(-c2ccccc2)cc1	0.1	-25.2

Other results.
SMILES	IDH1 mut inh	EZH2 inh
C[C@H]1CN([C@@H](C)CO)S(=O)(=O)c2ccc(-c3ccccc3F)cc2O[C@H]1CN(C)C(=O)C1CC1	-4.2	4.3
COc1ccc(/C=N/NC(=O)CCCCCC(=O)Nc2ccccc2O)cc1OC	·	-9.1
C[C@@H]1CN([C@H](C)CO)C(=O)Cc2cc(N(C)C)ccc2O[C@H]1CN(C)C(=O)NC1CCCCC1	-0.2	-1.3
COC(=O)C[C@H]1C[C@@H]2c3cc(NC(=O)CC4CC4)ccc3O[C@@H]2[C@@H](CO)O1	4.4	-7.7
CCC(=O)Nc1ccc2c(c1)C(=O)N(C)C[C@H](OC)[C@H](C)CN(C(=O)CN1CCOCC1)[C@@H](C)CO2	-1.1	20.1
CO[C@@H]1CN(C)C(=O)c2cc(NC(=O)Nc3ccc(Cl)cc3)ccc2OC[C@H](C)N(C)C[C@@H]1C	-0.6	-1.0
COCC(=O)Nc1ccc2c(c1)C(=O)N(C)C[C@H](OC)[C@@H](C)CN(Cc1ccccc1OC)[C@@H](C)CO2	0.2	-9.4
COCCNC(=O)C[C@@H]1C[C@@H]2c3cc(NC(=O)C4CCOCC4)ccc3O[C@@H]2[C@@H](CO)O1	0.2	-2.5
C[C@H](CO)N1C[C@H](C)[C@@H](CN(C)Cc2cccc(F)c2)Oc2ncc(C#CC(C)(C)O)cc2C1=O	-0.5	-3.7
COc1ccc(S(=O)(=O)Nc2cccc3c2O[C@@H](CN(C)Cc2ccccc2)[C@@H](C)CN([C@@H](C)CO)C3=O)cc1	·	-5.8
COCC(=O)N(C)C[C@H]1Oc2cc(-c3cncnc3)ccc2S(=O)(=O)N([C@H](C)CO)C[C@@H]1C	-1.7	-15.1
CCn1c(SCC(=O)Nc2ccc(C)c(C)c2)nnc1-c1ccc(Cl)cc1	0.6	6.5
O=C(C[C@H]1CC[C@H](NC(=O)c2cccnc2)[C@H](CO)O1)NCc1ccncn1	0.3	1.3
COC(=O)c1ccc(Cl)c(NC(=O)CN2CCOCC2)c1	0.2	-10.0
C#CCNC(=O)C1=C[C@H](C2CCCCC2)C[C@H](OCCCCO)O1	·	-0.3
Cc1ccccc1NC(=O)CSc1nc(O)cc(=O)[nH]1	0.1	-2.5
O=C(CSC1CC(=O)N(c2ccc(Br)cc2)C1=O)Nc1ccc(Cl)c(Cl)c1 (centres undefined)	18.4	12.6
CCC(=O)N(C)C[C@H]1Oc2cc(C#Cc3cccnc3)ccc2S(=O)(=O)N([C@H](C)CO)C[C@@H]1C	-0.2	·
COCC(=O)N1C[C@@H](C)[C@H](OC)CN(C)C(=O)c2ccc(NS(C)(=O)=O)cc2OC[C@H]1C	0.1	12.3
O=c1[nH]c2cc(C(F)(F)F)ccc2n1-c1cc(C(F)(F)F)ccc1O	27.8	6.9
C[C@H](CO)N1C[C@H](C)[C@@H](CN(C)C(=O)Nc2cccc3ccccc23)Oc2c(NS(=O)(=O)c3ccccc3)cccc2C1=O	1.2	-3.3
NC(=O)CN(Cc1ccc(Cl)c(Cl)c1)S(=O)(=O)c1ccc(Br)cc1	-0.1	10.2
C/C=C/c1ccc2c(c1)O[C@H](CN(C)C(=O)c1cccnc1)[C@H](C)CN([C@@H](C)CO)S2(=O)=O	0.1	·
CO[C@@H]1CN(C)C(=O)c2cc(NS(=O)(=O)c3cn(C)cn3)ccc2OC[C@@H](C)N(Cc2cccc(F)c2)C[C@H]1C	0.1	-0.4
C[C@@H]1CN([C@@H](C)CO)S(=O)(=O)c2ccc(C#Cc3cccc(F)c3)cc2O[C@@H]1CN(C)CC1CC1	0.5	-11.3

10 entries out of the list, arranged by molar mass, high to low.
SMILES	IDH1 mut inh	EZH2 inh
C[C@H](CO)N1C[C@H](C)[C@@H](CN(C)C(=O)Nc2cccc3ccccc23)Oc2c(NS(=O)(=O)c3ccccc3)cccc2C1=O	1.2	-3.3
CO[C@@H]1CN(C)C(=O)c2cc(NS(=O)(=O)c3cn(C)cn3)ccc2OC[C@@H](C)N(Cc2cccc(F)c2)C[C@H]1C	0.1	-0.4
COc1ccc(S(=O)(=O)Nc2cccc3c2O[C@@H](CN(C)Cc2ccccc2)[C@@H](C)CN([C@@H](C)CO)C3=O)cc1	·	-5.8
C[C@H]1CN([C@@H](C)CO)S(=O)(=O)c2ccc(-c3ccccc3F)cc2O[C@H]1CN(C)C(=O)C1CC1	-4.2	4.3
O=C(CSC1CC(=O)N(c2ccc(Br)cc2)C1=O)Nc1ccc(Cl)c(Cl)c1 (centres undefined)	18.4	12.6
C[C@H](CO)N1C[C@H](C)[C@@H](CN(C)Cc2cccc(F)c2)Oc2ncc(C#CC(C)(C)O)cc2C1=O	-0.5	-3.7
C[C@@H]1CN([C@H](C)CO)C(=O)Cc2cc(N(C)C)ccc2O[C@H]1CN(C)C(=O)NC1CCCCC1	-0.2	-1.3
O=C(C[C@H]1CC[C@H](NC(=O)c2cccnc2)[C@H](CO)O1)NCc1ccncn1	0.3	1.3
O=c1[nH]c2cc(C(F)(F)F)ccc2n1-c1cc(C(F)(F)F)ccc1O	27.8	6.9
Cc1ccccc1NC(=O)CSc1nc(O)cc(=O)[nH]1	0.1	-2.5

The results go on.
SMILES	IDH1 mut inh	EZH2 inh
C[C@@H]1CN([C@H](C)CO)C(=O)c2cccc(NC(=O)c3cnccn3)c2O[C@H]1CN(C)C(=O)Nc1ccc(C(F)(F)F)cc1	·	0.7
COc1ccc(S(=O)(=O)Nc2ccc3c(c2)C(=O)N(C)C[C@@H](OC)[C@H](C)CN(C(=O)NC(C)C)[C@H](C)CO3)cc1	-0.5	3.2
CC1(C)Cc2nc(-c3ccccc3)nc(SCC(=O)Nc3cccc(C(F)(F)F)c3)c2CO1	0.2	-10.5
C[C@@H]1CN([C@@H](C)CO)S(=O)(=O)c2ccc(C#C[C@@H](C)O)cc2O[C@@H]1CN(C)C(=O)c1ccccc1	-2.6	9.3
Cc1ccc(-c2cnc3c(c2)C(=O)N([C@@H](C)CO)C[C@@H](C)[C@@H](CN(C)C)O3)cc1	0.0	4.4
Cn1nnc2cc(C(=O)N(CCO)c3ccccc3)ccc21	0.1	8.7
C[C@H]1CN([C@@H](C)CO)C(=O)c2cc(N(C)C)ccc2O[C@H]1CN(C)C(=O)Nc1ccc2c(c1)OCO2	-1.6	6.3
COc1ccc(C)cc1S(=O)(=O)N1CCCC(C(=O)Nc2ccccc2C(F)(F)F)C1 (centres undefined)	0.2	-11.2
C[C@@H]1CN([C@H](C)CO)C(=O)c2cc(-c3ccc(C#N)cc3)cnc2O[C@@H]1CN(C)C(=O)Nc1ccc(F)cc1	-0.4	-13.8
COCC(=O)Nc1ccc2c(c1)C(=O)N(C)C[C@@H](OC)[C@H](C)CN[C@H](C)CO2	-1.5	24.0
CNC[C@H]1Oc2ccc(NC(=O)Nc3ccc(C(F)(F)F)cc3)cc2CC(=O)N([C@H](C)CO)C[C@H]1C	-2.0	-6.0
COc1ccc(C)cc1N(CC(=O)Nc1ccccc1C(=O)O)S(C)(=O)=O	-0.3	-7.6
CO[C@@H]1CN(C)C(=O)c2cc(NC(=O)NC(C)C)ccc2OC[C@@H](C)N(CCC(F)(F)F)C[C@@H]1C	·	-0.2
COc1ccc(CN(C)C[C@H]2Oc3ccc(NC(=O)C4CCCCC4)cc3CC(=O)N([C@@H](C)CO)C[C@H]2C)cc1	2.0	·
CCCn1nnc(NC(=O)COc2ccc(Cl)c(C)c2)n1	-0.4	9.1
CO[C@@H]1CN(C)C(=O)c2ccc(NS(=O)(=O)CC(F)(F)F)cc2OC[C@H](C)NC[C@@H]1C	0.2	4.9
O=C(/C=C/c1ccccc1)c1ccccc1O	0.0	·
C[C@H](CO)N1C[C@H](C)[C@@H](CN(C)Cc2ccncc2)Oc2ccc(NC(=O)C3CC3)cc2CC1=O	9.1	7.0
CC(C)NC(=O)N(C)C[C@H]1OCCCC[C@@H](C)Oc2ccc(NS(=O)(=O)c3cn(C)cn3)cc2C(=O)N([C@H](C)CO)C[C@@H]1C	3.1	·
C[C@H](CO)N1C[C@H](C)[C@@H](CN(C)S(C)(=O)=O)OCCCC[C@H](C)Oc2ccc(NC(=O)Cc3ccccc3)cc2C1=O	·	0.5
C[C@@H]1CN([C@@H](C)CO)S(=O)(=O)c2ccc(C#C[C@@H](C)O)cc2O[C@H]1CN(C)CC1CCCC1	0.3	·
C[C@H]1CN([C@@H](C)CO)C(=O)c2cc(NC(=O)Cc3ccccc3)ccc2O[C@H]1CN(C)Cc1ccc(Cl)c(Cl)c1	1.7	·
CC(Oc1ccc(C(C)(C)C)cc1)c1nc(-c2ccccn2)no1 (centres undefined)	-0.9	12.2
C[C@@H]1CN([C@H](C)CO)C(=O)c2cccc(NC(=O)C3CC3)c2O[C@H]1CN(C)CC1CCCCC1	-0.6	·
CO[C@H]1CN(C)C(=O)c2cc(NC(=O)c3cc(C)on3)ccc2OC[C@@H](C)N(C(C)=O)C[C@@H]1C	0.1	-3.3

(next part)
SMILES	IDH1 mut inh	EZH2 inh
COC(=O)c1c(NC(=S)Nc2cnccn2)sc2c1CCC(C)C2 (centres undefined)	-0.4	-2.1
C[C@H](CO)N1C[C@H](C)[C@H](CN(C)S(=O)(=O)c2cn(C)cn2)Oc2ncc(-c3ccc(F)cc3)cc2C1=O	-2.2	·
COc1cc(O)c(C(=O)/C=C/c2ccc(OC)c(OC)c2)c(OC)c1	0.5	8.6
C[C@@H]1CN([C@@H](C)CO)C(=O)c2cc(NC(=O)Nc3ccc4c(c3)OCO4)ccc2O[C@@H](C)CCCCO[C@@H]1CN(C)Cc1ccccc1	1.7	·
Cc1cccc(S(=O)(=O)N[C@@H]2CC[C@H](CCNS(=O)(=O)c3ccccc3F)O[C@@H]2CO)c1	-0.4	-3.6
C[C@@H]1CN([C@@H](C)CO)C(=O)Cc2cc(NC(=O)C3CC3)ccc2O[C@@H]1CN(C)Cc1ccc2c(c1)OCO2	·	-3.9
C[C@@H]1CN([C@@H](C)CO)C(=O)Cc2cc(NC(=O)NC3CCCCC3)ccc2O[C@H]1CN(C)Cc1ccc(C(=O)Nc2ccccc2N)cc1	3.1	·
CC(C)NC(=O)N(C)C[C@H]1Oc2ncc(C#Cc3ccc(F)cc3)cc2C(=O)N([C@@H](C)CO)C[C@@H]1C	-0.3	-16.6

Screening data (PubChem BioAssay)
